OXTR potentiator = human OXTR potentiators, primary screen, fluorescence, CHO-OTR cells, Fluo-8 calcium | AID 2445, 2010 | 320,000 tested, 0.061% active | Fluo-8 calcium fluorescence, potentiator mode; 0% = oxytocin EC15, 100% = EC100 | activation, % at 3 µM;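 active = activation above that plate's cutoff, the mean activation of tested compounds plus 3 SD, cut at about 6.6% in these data, passing the limit was not always enough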;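 also: 100% uses oxytocin at 75 nM as the full agonist control; some results filed as inactive read as strong as hits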
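Assay system: CHO cell line stably expressing human OTR. Reagent: EC15 oxytocin agonist. Dosing: single dose, 3.0 µM nominal final compound concentration. Timing: compound 6 min at room temperature before oxytocin, 100 s read. Signal: kinetic Fluo-8 calcium fluorescence. Controls: oxytocin EC15 low and EC100 high.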
M1 PAM parental = nonselective calcium activators in parental CHO-K1 cells, primary screen, counter-screen for M1 PAM project, cell-based, Fluo-8 calcium fluorescence, full deck, 1536-well; activation, % at 3 µM; ATP EC20; 0% at ATP EC20, 100% at ATP max; 360,000 tested, 0.02% active;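 active = activation above the run cutoff, the mean activation of all test compounds plus 3 SD, cut at about 40% in these data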;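 also: peak over basal fluorescence ratio in a 140 s read after ATP addition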
CHO-K1 Ca ag = counter-screen for M1 agonists: effect in parental CHO-K1 cells. Fluo-8 calcium fluorescence; scaled to maximal ATP response, vehicle zero. activation, % at 3 µM. 360,000 tested, 0.48% active. AID 602248, 2012; in the data active = activation above about 15%;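 also: untransfected CHO-K1 host cells lacking M1 receptor as counterscreen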
TAAR1 antagonist = human TAAR1 antagonists, primary screen, Fluo-8 calcium fluorescence, CHO RD-HGA16 cells. Trace amine-associated receptor 1 (Homo sapiens), Q96RJ0. antagonist. inhibition, % at 3 µM. 360,000 tested, 1.5% active;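 active = inhibition above a per-plate cutoff, the mean inhibition of test compounds on that plate plus 3 SD, cut at about 49% in these data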;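 also: 0% = DMSO plus EC80 beta-PEA response and 100% = DMSO alone without agonist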
Target sequence (Q96RJ0 whole entry, looked up): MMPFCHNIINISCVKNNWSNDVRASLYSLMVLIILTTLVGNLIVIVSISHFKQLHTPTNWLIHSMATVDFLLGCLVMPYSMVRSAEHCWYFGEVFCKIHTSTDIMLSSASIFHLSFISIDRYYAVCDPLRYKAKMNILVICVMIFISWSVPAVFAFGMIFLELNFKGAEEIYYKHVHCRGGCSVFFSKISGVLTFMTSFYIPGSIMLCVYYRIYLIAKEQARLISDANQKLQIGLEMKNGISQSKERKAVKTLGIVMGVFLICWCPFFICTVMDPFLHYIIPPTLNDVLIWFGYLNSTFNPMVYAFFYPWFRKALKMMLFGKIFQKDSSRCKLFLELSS
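Test system – hTAAR1-expressing CHO RD-HGA16 cells, Gα16-coupled · Also added – β-PEA at EC80 concentration, post-compound challenge · Compound – 3 µM, single point · Incubation – dye loading 75 min at 37 °C, then 30 min room temperature · Measured by – Fluo-8 intracellular calcium dye fluorescence, real-time kinetic reads · Benchmarks – vehicle and agonist controls · Replicates – singlicate, one well per test compound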
M1 ag = human M1 muscarinic receptor agonists, primary screen, Fluo-8 calcium fluorescence, CHO-K1 cells, HTS | 360,000 tested, 0.33% active | Muscarinic acetylcholine receptor M1 (Homo sapiens), P11229 | activation, % at 3 µM | CHO-K1 hM1, agonist mode; 0% DMSO, 100% acetylcholine EC100 | AID 588814, 2011;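 active = activation above the run's mean compound activation plus 3 SD, cut at about 16% in these data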;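 also: peak over basal fluorescence ratio within a 140 s kinetic read after compound addition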
Target sequence (P11229 whole entry, looked up): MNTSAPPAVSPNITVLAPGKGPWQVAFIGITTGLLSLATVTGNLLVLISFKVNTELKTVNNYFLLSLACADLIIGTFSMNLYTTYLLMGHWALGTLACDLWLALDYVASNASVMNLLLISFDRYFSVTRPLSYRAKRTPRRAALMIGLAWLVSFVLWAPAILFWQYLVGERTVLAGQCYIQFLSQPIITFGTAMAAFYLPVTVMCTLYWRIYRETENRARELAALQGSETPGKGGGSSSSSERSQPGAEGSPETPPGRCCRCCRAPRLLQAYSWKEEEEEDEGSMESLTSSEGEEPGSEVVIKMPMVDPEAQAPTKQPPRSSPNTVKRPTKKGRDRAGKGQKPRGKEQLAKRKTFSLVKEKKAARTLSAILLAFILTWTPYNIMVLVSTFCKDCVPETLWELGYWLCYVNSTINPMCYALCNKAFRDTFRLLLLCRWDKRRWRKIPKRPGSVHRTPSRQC
M1 antag = human M1 muscarinic receptor antagonists, primary screen, CHO-K1 cells, Fluo-8 calcium fluorescence, 1536-well; Muscarinic acetylcholine receptor M1 (Homo sapiens), P11229; CHO-K1 hM1, ACh EC80 antagonist; inhibition, % at 3 µM; 360,000 tested, 1.3% active; AID 588852, 2011;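 active = percent inhibition above its own plate's cutoff, namely the mean of that plate's compound wells plus 3 SD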;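 also: peak over basal fluorescence ratio during 140 s after agonist addition; 0% = ACh EC80 plus DMSO and 100% = DMSO alone without agonist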
CHO-K1 Ca antag = M1 antagonist counterscreen hit in parental CHO-K1 cells | AID 602250 | inhibition, % at 3 µM | 360,000 tested, 0.6% active | ATP-induced calcium, Fluo-8 fluorescence;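 active = inhibition above a per-plate cutoff, the plate's mean sample inhibition plus 3 SD, cut at about 24% in these data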;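 also: 0% = DMSO plus EC80 ATP and 100% = DMSO alone without ATP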
CHO parental Ca = ATP-evoked calcium signal inhibitors, parental CHO, primary screen, counter-screen for OX1R antagonist project, cell-based, fluorescence, Fluo-8 calcium dye. parental CHO-K1, ATP-induced calcium, Fluo-8 fluorescence. inhibition, % at 5.6 µM. 330,000 tested, 0.63% active;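 active = inhibition above that plate's mean sample inhibition plus 3 SD, cut at about 26% in these data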;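 also: 0% = ATP-challenged DMSO wells and 100% = DMSO wells without ATP; some compounds past the cut are filed as inactive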
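Material: Parental CHO cells | Reagent: ATP | Compound dosing: Single nominal dose of 5.6 µM per compound | Detection: Intracellular calcium via Fluo-8 no-wash fluorescent dye | Read-out: % inhibition of ATP-induced calcium mobilization | Benchmarks: Low control ATP plus DMSO, high control DMSO only | Replicates: Singlicate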
TAAR1 agonist = human TAAR1 agonists, primary screen, Fluo-8 calcium fluorescence, CHO RD-HGA16 cells. activation, % at 3 µM. AID 624467, 2012. Trace amine-associated receptor 1 (Homo sapiens), Q96RJ0. 360,000 tested, 0.99% active. vehicle wells 0%, saturating PEA agonist 100%;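 active = activation above the mean activation of all test compounds in the run plus 3 SD, cut at about 38% in these data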
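System: CHO RD-HGA16 cells carrying human TAAR1 plus Gα16; Incubation: 17-24 h seeding, 75 min 37 °C dye, 30 min RT; Measured by: Fluo-8 fluorescence, 5 s baseline then 140 s kinetic read; Control set: DMSO and PEA EC100; Replication: single well for each compound.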
Starred values were filed as active, the others as inactive; nt = not tested or not shown.

SMILES	OXTR potentiator	M1 PAM parental	CHO-K1 Ca ag	TAAR1 antagonist	M1 ag	M1 antag	CHO-K1 Ca antag	CHO parental Ca	TAAR1 agonist
CN(C)CCCNc1nc(-c2ccc(Cl)cc2)nc2ccccc12	-7.3	20.0	2.1	-1.4	-4.4	-10.5	-0.3	12.4	4.6
COc1cccc(C(=O)Nc2ccc3c(c2)OCO3)c1OC	-3.2	21.2	7.6	-11.4	-7.0	-4.5	-1.8	-4.8	0.2
Cc1cccc(N(CC(=O)NCc2ccc(F)cc2)C(=O)c2ccco2)c1	-7.9	15.6	0.9	-10.6	1.6	-13.9	10.9	-20.3	-2.5
CN(Cc1ccccc1)C(=O)C1CCN(Cc2ccc(F)cc2)CC1	0.3	21.3	0.3	-8.4	-2.3	-13.1	-19.9	-12.1	1.1
Cc1ccn(S(=O)(=O)c2ccc(C(C)(C)C)cc2)n1	-17.7	13.0	1.6	10.1	-5.3	22.7	-0.3	12.6	7.1
Cc1ccc(S(=O)(=O)NCCC(=O)NCc2ccco2)cc1	-5.7	12.3	0.0	18.4	-4.1	-15.6	-1.7	-6.0	10.9
COc1ccc(-n2cc(-c3ccccc3)[n+]3c2CCCCC3)cc1	-0.8	17.1	0.7	1.2	-13.1	-0.2	8.6	-12.1	4.1
COc1ccc(C(=O)NC(=S)Nc2cccc3ncccc23)cc1[N+](=O)[O-]	-13.0	1.6	2.3	-33.4	-3.5	-8.9	-8.8	-10.5	2.5
Cc1nc(SCC(=O)NCC2CCCO2)c2oc3ccccc3c2n1 (stereo not drawn)	-5.0	0.4	0.7	-14.3	-5.3	-3.0	-16.4	-11.3	3.7
O=C(COc1ccccc1Cl)Nc1ccc(NC(=O)c2ccco2)cc1	-8.1	-9.6	1.8	29.4	-1.8	-4.7	1.3	-6.1	13.9
O=C(COc1ccc2ccccc2c1)NNC(=O)c1cnccn1	0.7	14.5	0.8	-7.8	-2.3	-10.8	-3.2	-7.3	0.1
O=C(CN1CCOCC1)Nc1nc2ccc(Br)cc2s1	-11.5	21.1	3.0	14.3	-1.7	-10.4	-4.8	-5.0	4.3
O=C(CCC1CCN(Cc2ccc(C#CCCO)cc2)CC1)NC1CC1	-5.8	-15.6	0.0	9.2	-9.2	26.1	15.4	3.4	1.3
Cn1cnnc1SCC(=O)Nc1ccc2nc(SCc3ccccc3F)sc2c1	-11.5	-8.6	13.2	-14.2	3.6	-12.9	11.2	-15.1	33.5
Cc1ccc(NC(=S)NCc2ccccn2)cc1	-8.6	9.0	0.0	-15.9	-4.8	-9.8	-1.1	-5.7	-3.4
COc1ccccc1NC(=O)CNC(=O)c1ccc(F)cc1	-4.8	-0.8	0.4	7.3	-3.5	-10.3	-0.9	10.3	5.9
O=C(O)CSc1ccc(NC(=O)Nc2ccccc2F)cc1	-4.8	-2.1	0.2	-7.6	-2.9	-10.5	-3.1	-2.8	-0.8
C=CCNc1cnn(CC(C)=O)c(=O)c1Br	-5.1	-11.5	0.6	8.5	-3.7	-15.1	-12.4	0.7	6.6
O=C(CSc1nnc(-c2cccs2)o1)N1CCOCC1	nt	10.6	1.0	-8.9	-3.0	-5.5	-19.8	nt	12.2
Cc1ccc(NC(=O)C2(C)CCN2CCc2ccccc2)cc1 (stereo not drawn)	nt	36.7	0.7	10.0	-5.7	-16.5	-20.1	nt	1.2
CCOc1cc(N2CCOCC2)c(OCC)cc1NC(=O)c1c(-c2ccccc2)noc1C	2.5	-22.0	0.9	-19.0	-2.0	14.3	6.4	-28.3	1.1
O=C(Nc1ccccc1F)c1ccc(S(=O)(=O)NCC2CCCO2)cc1 (stereo not drawn)	-4.8	-5.0	3.0	-1.8	0.6	-1.1	-18.0	-0.9	3.4
COc1cc(N(C)C)ccc1C=c1c2ccccc2n2c1cc(-c1ccccc1)[n+]2C	nt	15.3	0.7	12.4	-7.3	18.0	3.6	nt	0.0
COc1ccc(NC(=O)Nc2ccc(F)cc2F)cc1	-3.7	8.9	-0.2	2.4	-4.4	5.4	0.6	4.9	0.9
Cc1ccc(S(=O)(=O)NC2=NCN(C(C)C)CN2)cc1	-2.5	8.9	0.3	-10.2	-3.1	-8.7	-10.3	-9.2	1.9
CC(C)CC1=C/C(=C/c2ccc(-c3ccccc3)o2)C(=O)O1	4.5	15.3	0.4	10.5	-7.2	-4.1	-2.5	-14.2	0.7
O=C(CN1C(=O)NC(Cc2c[nH]c3ccccc23)C1=O)Nc1ccc(F)cc1F (stereo not drawn)	-1.6	6.9	1.0	-4.8	0.7	-24.6	-13.0	-8.9	16.7
CN1CCc2c(sc(N)c2C(=O)c2ccc(Cl)cc2)C1	1.1	-10.6	0.5	-14.5	-7.9	3.0	3.5	-5.1	7.0
COc1ccc(CN(CC(=O)NCc2ccccc2)C(=O)CCC(=O)Nc2nccs2)cc1	-8.7	14.4	0.1	2.3	-4.0	4.1	0.0	-21.2	0.6
CN(C(=O)COC(=O)C1COc2ccccc2O1)C1(C#N)CCCCC1 (stereo not drawn)	-0.5	18.4	0.7	-17.0	-3.2	-0.4	-9.7	-0.4	8.2
CC(=O)Oc1ccc(/C=N/NS(=O)(=O)c2ccccc2)cc1	-0.2	10.1	5.7	0.1	-6.5	9.6	-0.7	-11.5	6.0
S=C(NNc1ccnc2cc(Cl)ccc12)Nc1ccc(Cl)cc1Cl	1.8	16.6	2.7	-14.1	-4.6	2.0	-2.2	-2.9	0.5
COC(=O)c1ccc(NC(=S)NCCc2cccc(C)c2)cc1	-8.6	4.4	6.5	28.3	0.7	20.1	22.6	10.7	14.5
COc1ccc2c(C)c(CC(=O)N3CCN(C(=O)C4COc5ccccc5O4)CC3)c(=O)oc2c1C (stereo not drawn)	-5.7	12.9	0.7	3.0	-2.5	4.7	-0.9	-20.6	1.6
CC(CC(=O)O)CC1=NS(=O)(=O)c2ccccc2N1 (stereo not drawn)	-7.7	2.9	0.4	1.9	-3.0	-4.9	1.0	5.8	6.4
Cc1ccc(S(=O)(=O)/N=C(\Nc2cc(C)on2)c2ccc(Cl)cc2)cc1	3.3	21.2	8.1	-1.9	-1.3	-6.1	-1.7	-14.4	0.1
Cc1ccc(S(=O)(=O)N2CCN(C(=O)CCOc3ccccc3C)CC2)cc1C	nt	9.4	-0.1	2.1	-6.0	-17.6	-8.9	nt	1.0
CCn1cc(S(=O)(=O)c2ccc(OC)cc2)c(=O)c2cc(OC)ccc21	-0.1	-3.6	0.2	-24.8	-3.6	-6.8	-6.4	-12.3	1.4
NC(=O)c1c(NC(=O)CN2CCCC2)sc2c1CCCC2	-5.5	10.9	0.1	-9.2	-5.4	-13.4	-8.8	-1.6	3.1
O=C(NCc1ccc2c(c1)OCO2)c1cc2ccccc2o1	-9.9	-12.2	0.0	3.0	0.4	-0.5	0.1	-9.5	3.1
CCOC(=O)c1c(C)oc2c1cc(O)c1ccccc12	-8.7	3.3	3.2	-8.7	-0.1	0.1	15.8	-23.0	6.2
CCCCc1nc(NCCO)c(C#N)c2c1CCCC2	-12.4	-8.1	0.8	-27.0	-3.9	0.4	0.5	50.1*	3.5
COc1ccc(C(O)c2nc(-c3cc(F)cc(Cl)c3)cs2)cc1 (stereo not drawn)	nt	16.9	2.3	-19.1	-3.0	0.5	-6.0	nt	1.4
Cc1ccc2oc(NC(=O)N3CCOCC3)cc(=O)c2c1	-6.2	-4.0	0.1	15.9	-0.9	-6.5	31.2*	-24.9	3.9
CCCOCc1ccc(O)c2ncccc12	4.9	11.8	1.1	-8.0	-1.0	-25.1	-20.3	-0.3	6.0
COc1ccc(CNS(=O)(=O)c2c(C(=O)N3CCCCCC3)c(C)n(C)c2C)cc1	-0.4	3.5	0.2	0.0	-1.1	-15.8	26.0*	-13.3	-0.1
CCC(C)(C)n1nnnc1C(c1ccccn1)N1CCCCC1 (stereo not drawn)	-5.8	-6.2	0.3	12.8	-2.9	-4.0	7.2	-7.1	-3.8
COc1ccc(NC(=O)COC(=O)CNS(=O)(=O)/C=C/c2ccccc2)cc1OC	-5.3	7.1	0.1	6.9	0.3	-3.7	-1.8	-3.2	-0.9
COc1ccc(CNC(=O)CCCn2nc([N+](=O)[O-])cc2C)cc1	-3.6	1.4	1.0	-5.7	-2.7	7.9	-2.2	-7.0	0.1
CCCCNS(=O)(=O)c1ccc(NC(=O)c2cccs2)cc1	-12.2	11.7	1.4	20.5	-3.0	1.1	0.7	-2.3	2.1
Cc1ccc(C)c(N2CCN(C(=S)Nc3ccc4nc(N5CCOCC5)cc(C)c4c3)CC2)c1	-16.3	15.9	0.4	16.2	-9.0	-2.5	-7.6	-1.9	2.0
Cn1c(C(=O)N2CCOCC2)cnc1Sc1ncc(C(F)(F)F)cc1Cl	-5.9	13.5	0.2	8.6	-0.5	-15.5	4.9	-5.7	11.7
CC(C)NC(=O)COC(=O)c1cc(=O)[nH]c2ccccc12	-6.7	24.1	0.7	-27.4	-4.2	-9.0	-13.5	14.7	5.8
O=C(c1ccccc1)N(CCN1CCOCC1)C1(C(=O)Nc2ccccc2)CCCCC1	-12.1	21.2	0.8	-1.0	-0.4	-6.1	-21.8	-15.0	3.8
N#CCCN1CCN(S(=O)(=O)c2ccc3c(c2)OCCCO3)CC1	-9.7	27.1	-0.1	-8.3	-2.9	-8.4	-13.6	-7.5	1.0
Cc1cc(C)c(S(=O)(=O)N2CCCC(C(=O)NCc3ccncc3)C2)c(C)c1 (stereo not drawn)	-10.7	10.8	2.5	-6.2	-3.4	-7.3	-1.2	-1.1	0.3
CCc1noc(C)c1C(=O)Oc1ccc(N(C)S(=O)(=O)c2ccccc2)cc1	-13.6	-0.3	3.2	19.9	-3.4	8.0	0.6	14.7	7.2
